From PubChem
GPR151 ag: activators of human GPR151 | PathHunter beta-arrestin GPR151 cells, luminescence | activation, % at 11.2 µM | hit rate 1% among 650,000 | AID 1508602; in the data active = activation above about 4.9%;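 also: 0% = median of compound wells and 100% = cells with positive control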
Target sequence (Q8TDV0 whole entry, looked up): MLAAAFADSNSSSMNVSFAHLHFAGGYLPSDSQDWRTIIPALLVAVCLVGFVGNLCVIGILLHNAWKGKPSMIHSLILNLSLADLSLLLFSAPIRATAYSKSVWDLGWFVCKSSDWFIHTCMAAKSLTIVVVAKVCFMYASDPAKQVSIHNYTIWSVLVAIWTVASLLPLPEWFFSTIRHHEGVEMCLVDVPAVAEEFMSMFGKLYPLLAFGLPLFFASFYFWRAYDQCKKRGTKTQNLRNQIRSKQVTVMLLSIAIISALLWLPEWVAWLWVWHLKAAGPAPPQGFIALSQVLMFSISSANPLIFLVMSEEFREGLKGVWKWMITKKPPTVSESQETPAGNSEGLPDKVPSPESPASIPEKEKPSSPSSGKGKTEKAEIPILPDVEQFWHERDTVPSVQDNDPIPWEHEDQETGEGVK
FBW7 act: human FBW7 E3 ligase activation, primary screen | hit rate 0.13% among 650,000 | normalized activity (activation), % at 26.1 µM | AlphaScreen FBW7–phospho-cyclin E peptide binding, activator screen; in the data active = normalized activity above about 1.9%;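 also: purified mutant Fbw7 with reduced substrate affinity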
Target sequence (Q969H0 whole entry, looked up): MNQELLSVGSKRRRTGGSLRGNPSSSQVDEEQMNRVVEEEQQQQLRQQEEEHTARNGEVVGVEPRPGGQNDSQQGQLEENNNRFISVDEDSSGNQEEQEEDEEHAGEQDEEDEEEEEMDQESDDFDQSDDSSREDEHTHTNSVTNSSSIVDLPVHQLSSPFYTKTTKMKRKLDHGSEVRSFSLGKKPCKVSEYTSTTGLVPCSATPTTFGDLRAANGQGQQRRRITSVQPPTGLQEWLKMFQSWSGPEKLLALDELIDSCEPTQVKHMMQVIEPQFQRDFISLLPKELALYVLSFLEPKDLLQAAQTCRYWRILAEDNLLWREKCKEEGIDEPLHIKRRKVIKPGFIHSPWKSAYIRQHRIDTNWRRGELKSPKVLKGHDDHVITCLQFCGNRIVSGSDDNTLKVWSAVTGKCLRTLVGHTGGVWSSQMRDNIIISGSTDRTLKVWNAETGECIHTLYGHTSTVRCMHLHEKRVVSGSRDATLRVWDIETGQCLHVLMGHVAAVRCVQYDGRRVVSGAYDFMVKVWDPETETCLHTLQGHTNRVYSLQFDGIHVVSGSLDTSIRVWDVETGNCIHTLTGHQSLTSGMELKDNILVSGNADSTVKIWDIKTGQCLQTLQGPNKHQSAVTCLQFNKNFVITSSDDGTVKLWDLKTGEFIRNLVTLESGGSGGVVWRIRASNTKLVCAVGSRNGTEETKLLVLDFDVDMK
MITF inh: human MITF inhibition, primary screen; O75030; AlphaScreen MITF homodimerization, bead proximity signal; inhibition, % at 2.6 µM; hit rate 0.91% among 650,000; in the data active = inhibition above about 50%;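 also: 0% = vehicle wells with protein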
TEAD-YAP block: TEAD-YAP interaction inhibition; inhibition, % at 9.12 µM; AID 1259422; HEK-TIYL cells, TEAD-Gal4/YAP UAS-luciferase luminescence; hit rate 1.4% among 640,000; in the data active = inhibition above about 32%;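 also: 0% = median of test compound wells and 100% = reference inhibitor wells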
Numbers without * were called inactive; & = joins results of further samples.

The opening 2 entries, ahead of the listing:
SMILES | GPR151 ag | FBW7 act | MITF inh | TEAD-YAP block
CC(C)(C)c1nc(-c2cc3ccccc3[nH]c2=O)no1 | 1.9 | -0.1 | 1 | -3
N#C/C(=C\c1cccc2ccccc12)C(=O)Nc1ccc([N+](=O)[O-])cc1O | 2.5 | 0.1 | -11 | -3

All compounds of this part, from the start:
SMILES | GPR151 ag | FBW7 act | MITF inh | TEAD-YAP block
CC(C)(C)c1nc(-c2cc3ccccc3[nH]c2=O)no1 | 1.9 | -0.1 | 1 | -3
N#C/C(=C\c1cccc2ccccc12)C(=O)Nc1ccc([N+](=O)[O-])cc1O | 2.5 | 0.1 | -11 | -3
Cc1sc2ncnc(SCC(=O)Nc3cc(C(N)=O)cc(C(N)=O)c3)c2c1C | -1.0 | 0.7 | 6 | -3
CCOC(=O)C1(CCCc2ccccc2)CCN(C(=O)CCn2ccc(C)n2)CC1 | -0.5 | 0.1 | -2 | -7
CCN1CCN(CCCNC(=O)c2ccc3nc(N4CCCCC4)sc3c2)CC1 | 0.5 | 0.1 | 10 | -43
COc1ccccc1-n1cc(C(=O)NCC(=O)Nc2cccc(C(F)(F)F)c2)c2ccccc2c1=O | -0.7 | -0.1 | 5 | 0
CC(C)c1ccc(S(=O)(=O)Nc2sccc2C(N)=O)cc1 | 0.1 | 0.4 | 5 | 1
NC1=NC2C(N1)N(C=O)C1NC(N)=NC1N2C=O (stereo not given) | -1.1 | 0.6 | 4 | -1
O=C1C2C(c3ccc(Cl)cc3Cl)OC3(C(=O)c4ccccc4C3=O)C2C(=O)N1C1CCCC1 (stereo not given) | 0.3 | 0.2 | 5 | 8
Cc1ccc(OCC(=O)Nc2ccc(C(=O)Nc3ccccc3C(=O)O)cc2)cc1 | 0.6 | 0.0 | -2 | 9
CN(C)S(=O)(=O)N1CCC(CO)(CCCc2ccccc2)CC1 | 0.0 | 0.2 | 9 | 3
CCN1CCN(C(c2ccccc2F)c2nnnn2C(C)(C)CC)CC1 (stereo not given) | -0.4 | 0.0 | 3 | -5
CN1C(=O)c2ccc(Br)cc2C1=O | 2.6 | 0.0 | 5 | -8
Nc1ccc2nc(SCC(=O)NCCOc3ccc(Cl)cc3)sc2c1 | -0.6 | -0.1 | 13 | 6
COc1ccc(/C=N/n2cc(-c3ccccc3)nc2N)cc1 | -0.8 | -0.1 | 2 | -11
CC(=O)c1ccc2c(c1)C1C=CCC1C(c1ccc(Cl)cc1Cl)N2 (stereo not given) | 0.6 | -0.1 | 7 | 9
NC(Cc1cc(I)c(Oc2ccc(O)c(I)c2)c(I)c1)C(=O)O (stereo not given) | 6.4* | 0.1&0.1 | 2&-3 | 10
CCOC(=O)c1ccc(-n2c(C)c3c(OC)cccc(=O)c3c2C)cc1 | 0.1 | -0.1 | 8 | 6
CCOC(=O)CSc1nc2c(c(=O)n1C)SC(C)C2 (stereo not given) | 0.5 | -0.1 | 15 | -1
Cc1ncc(CO)c2cc(-c3nnc(Nc4ccc(-c5ccccc5)cc4)s3)c(=O)oc12 | -0.8 | 0.1 | 8 | 3

Three structures out of the list, arranged by heavy-atom count, ascending.
SMILES | GPR151 ag | FBW7 act | MITF inh | TEAD-YAP block
NC1=NC2C(N1)N(C=O)C1NC(N)=NC1N2C=O (stereo not given) | -1.1 | 0.6 | 4 | -1
NC(Cc1cc(I)c(Oc2ccc(O)c(I)c2)c(I)c1)C(=O)O (stereo not given) | 6.4* | 0.1&0.1 | 2&-3 | 10
CCOC(=O)C1(CCCc2ccccc2)CCN(C(=O)CCn2ccc(C)n2)CC1 | -0.5 | 0.1 | -2 | -7

Continuation.
SMILES | GPR151 ag | FBW7 act | MITF inh | TEAD-YAP block
CC(=O)N1CCc2cc(Br)cc(S(=O)(=O)Nc3cc(Cl)ccc3C)c21 | 0.9 | 0.4 | 9 | -10
COc1ccc(NC(=O)CC2C(=O)N(c3ccc(F)cc3)C(=S)N2CCc2ccc(Cl)cc2)cc1 (stereo not given) | 0.5 | -0.1 | 0 | -13
Cc1ccc(C)c(C(=O)Cn2c(=O)oc3ccccc32)c1 | 0.1 | 0.0 | -11 | 3
CC(=O)NS(=O)(=O)c1ccc(Br)cc1 | 0.2 | 0.1 | -2 | 1
C(#CCN1CCOCC1)COC(c1ccccc1)c1ccccc1 | -0.3 | -0.1 | -7 | -4
Cc1cccc(C(=O)NCc2nnc(SCC(=O)N3N=C(c4cccs4)CC3c3ccc(F)cc3)n2C)c1 (stereo not given) | 1.4 | -0.1 | -18 | 10
O=S(=O)(C(=C(Nc1ccccc1)Nc1ccccc1)S(=O)(=O)c1ccccc1)c1ccccc1 | -0.8 | 0.7 | 17 | -7
COC(=O)c1ccc2c(=O)n(CCC3=CCCCC3)c(SCc3ccc(Cl)cc3)nc2c1 | 0.7 | 0.0 | -3 | -23
N/C(=N\NC(=O)c1cccc([N+](=O)[O-])c1)c1cc2cc(Br)ccc2oc1=O | 1.8 | -0.1 | 4 | -6
CCCCC(=O)Nc1ccc(C(=O)N2CC(C)OC(C)C2)cc1 (stereo not given) | -1.9 | 0.4 | 15 | -10
COc1nc(NC2CC2)nc(-c2ccc(C(N)=O)cc2)n1 | 1.3 | 0.1 | 15 | 1
CCN(CC)/C(C)=N\S(=O)(=O)c1ccc(C)cc1 | 1.7 | 0.1 | 23 | 9
CCCCOc1ccc(C(=O)N/C(=C/c2ccco2)C(=O)Nc2cccc(C(=O)O)c2)cc1 | 0.1 | -0.1 | 8 | -35
O=C(N=Nc1c(O)[nH]c2ccccc12)c1[nH]ncc1Br | -4.5 | -0.1 | 18 | -35
CC(NC(=O)N(Cc1ccccc1)Cc1ccc2c(c1)OCO2)(C(F)(F)F)C(F)(F)F | -0.3 | -0.1 | -3 | 2
O=C(N/C(=C\c1ccccc1F)C(=O)N1CC2CC(C1)c1cccc(=O)n1C2)C1CCCCC1 (stereo not given) | 0.4 | -0.1 | 4 | 3
CCc1cccc2c(C=C(C#N)C#N)cn(CC(=O)NC3CCCC3)c12 | -1.7 | 0.9 | 15 | 7
Cc1c(C(N)=O)cc([N+](=O)[O-])cc1[N+](=O)[O-] | 2.0&-1.3 | 0.1&0.0 | -12&12 | -6&11
CC(=O)c1ccc(NC(=O)CCCC(=O)OCC(Cl)=C(Cl)Cl)cc1 | 0.1 | 0.2 | -6 | -14
CC(NC(=O)NC(=O)c1ccc(F)cc1)C1CC1 (stereo not given) | -1.7 | -0.1 | -8 | -37
COc1ccccc1Cn1ccn(Cc2ccccc2F)c(=O)c1=O | -2.5 | -0.2 | -2 | -6
O=C(O)C1CCCN(c2ncnc3sc4c(c23)CCCC4)C1 (stereo not given) | -0.3 | 0.0 | -2 | -11
CCOc1cc(/C=C2/NC(=O)N(c3cccc(Cl)c3)C2=O)ccc1OCC(=O)O | 0.2 | -0.1 | 9 | 1
COC(=O)c1ccc2c(=O)n(C(C)C)c(=S)[nH]c2c1 | -1.7 | 0.5 | 8 | 0
O=C1/C(=C/c2cc3c(cc2[N+](=O)[O-])OCO3)SC(=Nc2ccccc2)N1c1ccccc1 | -1.7 | -0.1 | -3 | -30
O=C(O)c1ccc(COc2ccccc2)o1 | -9.0 | -0.3 | -13 | 16
O=C(CNCc1ccc(F)cc1)Nc1ccccc1[N+](=O)[O-] | 0.7 | 0.0 | 0 | -2
COc1ccccc1Cn1c(=S)[nH]c2cc(C(=O)N(CCO)Cc3ccccc3)ccc2c1=O | 0.6 | -0.1 | 11 | 8
O=C(CCCn1c(SCC(=O)NC2CCCC2)nc2ccccc2c1=O)NCc1ccccc1 | 0.0 | 0.0 | 4 | -4
Cc1nnc(NCC2CCCO2)[nH]c1=O (stereo not given) | 1.7 | 0.0 | -4 | -4
O=C(COc1ccc(Cl)cc1)Nc1ccccc1I | 0.7 | 0.4 | -11 | -68
Cc1ccc(C(=O)O)cc1N1C(=O)c2ccc(-c3nc4ccccc4c(=O)o3)cc2C1=O | -1.0 | 0.6 | -2 | -8
Cc1ccc(C)c(N2CCN(C(=O)CN3C(=S)NC(C)(C)CC3C)CC2)c1 (stereo not given) | 0.5 | -0.1 | 12 | 1
O=C(NC1C=CS(=O)(=O)C1)c1ccccc1 (stereo not given) | 0.4 | 0.0 | -11 | -1
COc1ccc(NC(=O)CC2C(=O)N(c3ccc(Cl)cc3)C(=S)N2CCCN2CCN(C)CC2)cc1 (stereo not given) | 0.6 | 0.0 | 0 | -9
NC(=O)Nc1ccc(C(=O)OCC(=O)Nc2ccc(Cl)cc2[N+](=O)[O-])cc1 | 0.9 | 0.0 | -4 | -1
CCOCCCNc1ccc(-c2ccccc2)nn1 | 1.8 | 0.2 | 3 | 10
Cc1ccn2c(CNCCc3cn4cccnc4n3)c(C(=O)N3CCCCCC3)nc2c1 | 1.7 | -0.1 | -6 | 4
Nc1ncc2c(n1)CCCC2=O | 1.5 | 0.0 | -6 | 8
COc1ccc(OC)c(NC(=O)CCN2CCc3ccccc3C2)c1 | -0.5 | -0.3 | 6 | -4
Cc1ccccc1NC(=O)C1CCC(C)(C(=O)O)C1(C)C (stereo not given) | 5.1* | 0.0 | 2 | -4
CCCNc1nccn2c(-c3ccc(OC)cc3)cnc12 | -0.5 | 0.0 | 13 | -51
COc1cc(/C=C2\C(=N)N3N=CSC3=NC2=O)ccc1OCc1ccc([N+](=O)[O-])cc1 | 0.6 | -0.1 | -13 | -12
CCOC(=O)c1c(NC(=O)c2cccc(OC)c2)sc2c1CC(C)(C)NC2(C)C | -0.8 | 0.0 | 3 | -9
COCCCNC(=S)Nc1ccc(S(=O)(=O)Nc2ccc(Cl)c(Cl)c2)cc1 | 1.0 | -0.1 | 3 | 4
COC(=O)/C(C#N)=C/c1c(Oc2ccc(F)cc2)nc2ccccn2c1=O | 1.0 | -0.1 | 9 | 10
COc1cc(/C=C/CN2CCN(Cc3ccsc3)C(CCO)C2)ccc1O (stereo not given) | 1.6 | -0.1 | 0 | 7
CC1=NN(c2nc(-c3ccccc3)cc(-c3ccccc3)n2)C(=O)C1 | 0.0 | 0.0 | 6 | 1
O=C(NCc1ccc(F)cc1)c1cc(-c2ccccc2O)on1 | 0.8 | -0.2 | -7 | 0
CCCCn1c(=O)[nH]c(=O)c2c1nc(COC(=O)c1cccc([N+](=O)[O-])c1C)n2CCC | 1.8 | -0.2 | 6 | 10
CCCNC(=O)CN1C(=O)CCSc2ccccc21 | -0.5 | -0.1 | 8 | 3
CC(=O)C1C(=O)CC(C)(C)CC1=O | 0.8 | -0.1 | 3 | 5
FC(F)(F)CNc1ccc(-c2ccccc2Cl)cn1 | -0.4 | 1.2 | 6 | -20
Cc1ccc2[nH]c(=O)nc(-c3ccccc3)c2c1 | 3.3 | 0.0 | 10 | -11
CC(=O)Nc1nonc1NC(=O)CSC1=NCCS1 | 2.2 | -0.3 | -9 | -6
Cc1cccc(C(=O)Nc2ccc(-c3nc4ccccc4o3)c(O)c2)c1 | -0.3 | 0.3 | 15 | 3
CC(C)N1CC23C=CC(O2)C(C(=O)N2CCC(O)(c4ccccn4)CC2)C3C1=O (stereo not given) | -0.1 | 0.0 | 1 | -10
Cc1cccc(-c2nc3ccccc3c(=O)n2NC(=O)/C=C/c2ccc(Br)cc2)c1 | 1.0 | 0.4 | 18 | 11
C=CCNCCOCCOc1cccc(Br)c1 | -0.8 | -0.1 | 60* | 0
Cc1ccc(NC2CC(C)N(C(=O)c3cccc(F)c3)c3cc(C)ccc32)cc1 (stereo not given) | -1.2 | -0.4 | 17 | 0

Some values from the results shown.
FBW7 act with CCOC(=O)c1c(NC(=O)c2cccc(OC)c2)sc2c1CC(C)(C)NC2(C)C = 0.0
FBW7 act with Cc1ccccc1NC(=O)C1CCC(C)(C(=O)O)C1(C)C (stereo not given) = 0.0
GPR151 ag with CC(=O)C1C(=O)CC(C)(C)CC1=O = 0.8
FBW7 act with COc1cc(/C=C/CN2CCN(Cc3ccsc3)C(CCO)C2)ccc1O (stereo not given) = -0.1
FBW7 act with Cc1cccc(C(=O)Nc2ccc(-c3nc4ccccc4o3)c(O)c2)c1 = 0.3
MITF inh with CCCNc1nccn2c(-c3ccc(OC)cc3)cnc12 = 13
FBW7 act with CC(=O)Nc1nonc1NC(=O)CSC1=NCCS1 = -0.3

The list continues.
SMILES | GPR151 ag | FBW7 act | MITF inh | TEAD-YAP block
CC1CCCC(C)N1NC(=S)Nc1ccccc1 (stereo not given) | 4.9* | -0.1 | 5 | 8
COc1cc(OC)cc(C(=O)Nn2c(-c3ccc(Cl)cc3)nc3ccccc3c2=O)c1 | 1.5 | 0.0 | 5 | 4
CC1=CC=C(c2cc3ccc(C)cc3[nH]2)S1(=O)=O | 1.8 | 0.1 | -3 | -48
COCCNC(=O)Cn1c2cc(OC)c(OC)cc2c2nc(=O)cc(C)n21 | 0.1 | -0.2 | 10 | -2
COc1ccc(C)cc1S(=O)(=O)Nc1cccc(C(F)(F)F)c1 | 1.1 | 0.0 | -1 | 5
Cc1c(NC(=O)CN2CCN(c3ccc(O)cc3)CC2)c(=O)n(-c2ccccc2)n1C | 0.8 | -0.2 | -5 | -5
CCOc1ccc(/C=C(\NC(=O)c2ccccc2)C(=O)OC)c2ccccc12 | 0.8 | -0.1 | 4 | 4
Cc1cc2c(c(=O)o1)C(c1cccc([N+](=O)[O-])c1)C(C#N)=C(N)O2 (stereo not given) | 0.8 | -0.1 | 3 | -13
CCN(CC)CCN(C)C(=O)Cn1nnnc1CN1CCC(C)CC1 | -0.4 | 0.1 | 11 | 16
O=C1c2ccccc2C(=O)N1C1CC2CCC1C2 (stereo not given) | 0.9 | 0.1 | -11 | -9
Cc1cccc(C)c1OCC(N)C(C)C (stereo not given) | 0.7 | -0.1 | -2 | 4
CC1(C(=O)NNc2ccccc2)CC1(Cl)Cl (stereo not given) | 0.8 | -0.2 | 4 | 7
O=C(NNS(=O)(=O)c1ccc(Cl)cc1)c1cc(-c2ccccc2)n[nH]1 | -1.1 | 0.1 | 0 | 14
O=C(CNS(=O)(=O)/C=C/c1ccccc1)OCc1ccccc1C(F)(F)F | 0.5 | -0.1 | -20 | -2
